# Screening results from PubChem BioAssay.
# tim23-1 inh = growth inhibitors of tim23-1 mutant yeast; S. cerevisiae tim23-1 growth, BacTiter-Glo luminescence, 24 h; inhibition, % at 20 µM; 1.3% of 330,000 active; AID 463212;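 active means growth inhibition of the mutant yeast at or above 50%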;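 further: temperature-sensitive mutant grown at 25 °C; plate controls were DMSO-treated mutant yeast for no effect and medium wells lacking yeast for full effect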
# CHOP UPR activ = apoptotic UPR (CHOP) activation. activation, % at 10 µM. 0.34% of 330,000 active. CHO-CHOP luciferase reporter, luminescence; percent of tunicamycin response over DMSO baseline;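 active means at 10 µM dose, activation of 40% or more, normalized to positive control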;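 further: 100% = tunicamycin at 10 µg/mL and 0% = DMSO alone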
#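 Dosing – one dose, 10 µM in 0.5% DMSO · System – CHO-CHOP cells, stable luciferase reporter of PERK-eIF2a-CHOP signalling · Input – 500 cells/well · Control set – tunicamycin 10 µg/mL final as positive, DMSO-only wells as negative · Timing – 6 h compound treatment, 37 °C · Measure – % activation vs tunicamycin · Technique – luminescence read with Steady-Glo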
# Jurkat NFkB inh = lowers PMA/ionomycin-induced NF-kB signal in Jurkat cells; AID 435003; 0.53% of 330,000 active; inhibition, % at 4 µM; PMA/ionomycin-induced NF-kB luciferase reporter, luminescence; in the data active means inhibition above about 50%
# 697 NFkB inh = lowers PMA/ionomycin-induced NF-kB signal in 697 B cells; 697 B-cell NF-kB luciferase reporter, 16 h; inhibition, % at 4 µM; 0.33% of 330,000 active; AID 435022; in the data active means inhibition above about 35%
# TIM10 inh = growth inhibitors of TIM10 yeast strain. S. cerevisiae TIM10 strain growth, BacTiter-Glo luminescence, 24 h. inhibition, % at 10 µM. 1.4% of 330,000 active. AID 463195;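 active means inhibition of 40% or more at the single tested concentration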;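 further: wild-type TIM10 isogenic control strain grown at permissive 25 °C; 0% = DMSO yeast wells and 100% = minimal medium wells without yeast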
# XBP1 UPR activ = activators of adaptive arm of unfolded protein response (XBP1); CHO-XBP1 luciferase reporter, IRE1-XBP1 UPR activation, luminescence; percent of tunicamycin response, DMSO as zero; 0.33% of 330,000 active; AID 463104; activation, % at 20 µM;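 active means versus positive control, 20 µM dose yields 30% or more activation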;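 further: 100% = tunicamycin at 10 µg/mL and 0% = DMSO only wells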
#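 Material: CHO cell line with stable XBP1 luciferase reporter; schedule: 16-18 h cell attachment at 37 °C, then 6 h compound exposure; signal: glow luminescence from Steady-Glo reagent; medium: serum-containing F12 medium, 10% FBS; benchmarks: tunicamycin 10 µg/mL and vehicle-only wells; read-out: percent activation relative to tunicamycin reference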
# tim10-1 inh = tim10-1 yeast growth inhibition; S. cerevisiae tim10-1 ts strain growth, BacTiter-Glo, 24 h; 2.2% of 330,000 active; inhibition, % at 20 µM;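 active means inhibition of at least 40%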;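 further: mutant grown at 25 °C; 0% = DMSO wells with yeast and 100% = wells holding no yeast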
# Mdm2-MdmX inh = disrupts the human Mdm2-MdmX interaction. SaOS-2 split-luciferase Mdm2/MdmX complementation, luminescence. O15151+Q00987. inhibition, % at 8 µM. 3% of 330,000 active;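 active means inhibition of at least 50% at 8 µM in the primary screen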
# Target sequence (O15151 whole entry, looked up): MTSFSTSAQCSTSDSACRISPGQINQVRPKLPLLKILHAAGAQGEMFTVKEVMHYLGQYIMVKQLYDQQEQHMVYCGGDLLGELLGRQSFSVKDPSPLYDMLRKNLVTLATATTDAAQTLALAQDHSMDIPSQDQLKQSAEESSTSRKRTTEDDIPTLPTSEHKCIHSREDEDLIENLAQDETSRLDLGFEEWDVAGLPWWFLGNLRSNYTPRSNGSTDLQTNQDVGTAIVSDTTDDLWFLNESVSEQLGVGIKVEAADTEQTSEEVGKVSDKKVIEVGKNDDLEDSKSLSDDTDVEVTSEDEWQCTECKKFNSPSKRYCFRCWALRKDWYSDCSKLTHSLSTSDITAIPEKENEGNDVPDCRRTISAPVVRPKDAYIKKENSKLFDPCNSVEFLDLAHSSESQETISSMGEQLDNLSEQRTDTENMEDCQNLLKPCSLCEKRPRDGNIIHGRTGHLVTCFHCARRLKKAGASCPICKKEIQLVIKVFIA
# Target sequence (Q00987 whole entry, looked up): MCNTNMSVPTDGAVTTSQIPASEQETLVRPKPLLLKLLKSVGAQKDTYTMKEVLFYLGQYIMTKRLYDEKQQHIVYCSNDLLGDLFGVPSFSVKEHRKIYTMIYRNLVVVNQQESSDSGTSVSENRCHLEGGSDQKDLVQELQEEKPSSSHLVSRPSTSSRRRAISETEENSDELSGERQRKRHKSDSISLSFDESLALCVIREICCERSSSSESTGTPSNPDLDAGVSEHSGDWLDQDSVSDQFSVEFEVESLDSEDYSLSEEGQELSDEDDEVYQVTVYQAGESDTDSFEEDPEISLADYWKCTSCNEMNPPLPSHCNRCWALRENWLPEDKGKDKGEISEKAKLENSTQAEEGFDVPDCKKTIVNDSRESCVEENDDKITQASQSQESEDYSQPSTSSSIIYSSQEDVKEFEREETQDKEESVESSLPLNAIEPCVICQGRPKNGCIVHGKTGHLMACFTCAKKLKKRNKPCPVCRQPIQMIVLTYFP
# Numbers without * were called inactive.
SMILES,tim23-1 inh,CHOP UPR activ,Jurkat NFkB inh,697 NFkB inh,TIM10 inh,XBP1 UPR activ,tim10-1 inh,Mdm2-MdmX inh
Cc1ccc(-n2c(SCC(=O)Nc3ccc(N4CCOCC4)cc3)nc3ccccc3c2=O)cc1,-10,1.1,-1,4,2,-1,3,11
Cc1ccc2c(c1)cc(C)c1nnc(SCC(=O)NCc3ccco3)n12,23,-0.1,2,-20,20,-1,15,6
COC(=O)c1ccc(NC(=S)NC2CCCCC2C)cc1 (stereo unspecified),49,1.3,-8,-2,25,2,33,2
CCOCCOC(=O)C1=C(C)N(C)C(=O)NC1c1ccccc1F (stereo unspecified),6,0.8,-9,13,-11,-2,10,7
COc1ccccc1-c1oc2ccccc2c1-c1ccc2c(c1)OCO2,7,-0.1,-1,-26,-2,-4,4,9
COc1cccc(N(CC(=O)Nc2cccc(F)c2)S(C)(=O)=O)c1,-1,-1.6,-10,6,8,-3,5,27
S=C(NN=C1CCCCCC1)Nc1ccc(Cl)cc1,25,0.9,-7,-3,33,3,32,13
CC(=O)NCCc1c[nH]c2ccc(O)cc12,7,0.7,13,26,-4,-4,-4,20
CC1CCCCN1C(=O)Cn1c(=O)n(-c2ccc(F)cc2)c(=O)c2sccc21 (stereo unspecified),6,-0.2,-9,-4,7,3,24,11
O=C(NCc1ccccc1)NC(=O)c1ccccc1,7,4.0,-14,-4,-4,5,19,-2
O=C(COC(=O)/C=C/c1ccccc1[N+](=O)[O-])Nc1ccc2[nH]c(=O)[nH]c2c1,11,-0.3,-17,-21,-9,-2,-1,2
CCOc1ccccc1Nc1nnc(SCC(=O)NCC2CCCO2)s1 (stereo unspecified),10,-0.4,0,2,5,-2,3,0
COc1ccc(CC(=O)Nc2ccccc2N2CCCC2)cc1,23,1.6,-12,-8,-2,0,4,9
O=C(O)c1cccc(NC(=S)NC(NC(=O)c2cccc([N+](=O)[O-])c2)C(Cl)(Cl)Cl)c1 (stereo unspecified),9,-2.3,-4,-28,-1,5,10,16
CC(C)C(=O)Nc1ncc(Cc2cccc(Cl)c2)s1,55*,0.1,-11,9,31,2,38,16
O=C(Nc1ccccc1-c1nc2ccccc2s1)c1ccc(Br)o1,-8,1.1,0,9,-5,2,20,60*
CCOC(=O)Cc1csc(NC(=O)c2ccc(C)c(S(=O)(=O)N3CCOCC3)c2)n1,28,-0.7,-1,-7,12,-3,11,30
Cc1c(Cc2ccccc2)c(NCCN(C)C)n2c(nc3ccccc32)c1C#N,58*,-1.2,29,-27,69*,-6,48*,18
COc1ccccc1N=Nc1ccc(O)c2ncccc12,32,33,-47,-58,18,3,8,68*
COc1ccccc1OCCSc1nnc(C)n1-c1ccccc1,14,-0.1,-23,3,6,-2,39,10
COc1ccccc1N(C(=O)CN1C(=O)c2ccccc2S1(=O)=O)C(C(=O)NCC1CCCO1)c1ccc(F)cc1 (stereo unspecified),-4,4.0,11,-22,14,-1,13,-2
Cc1ccc(NC(=S)N2CCN(Cc3ccccc3)CC2)cc1,19,1.9,-36,-12,6,-2,20,-11
COC(=O)c1ccc(N=C2S/C(=C\c3cc(C)n(-c4cccnc4)c3C)C(=O)N2C)cc1,9,-2.5,1,-4,14,2,9,34
CCC(C)[C@H](N)c1cn([C@@H](CCCCN)C(=O)N2CCNCC2)nn1 (stereo partly specified),-14,0.1,-16,11,-16,0,-21,-8
CC(=O)Nc1ccc(S(=O)(=O)NC(C)(C#N)C2CC2)cc1 (stereo unspecified),15,-0.5,3,0,-2,2,7,13
CCn1c(SCC(=O)c2ccc(NS(=O)(=O)c3ccccc3)cc2)nnc1-c1cccs1,4,-1.1,-5,6,0,3,7,11
COc1ccc(NC(=O)/C=C/c2cccc(F)c2)cn1,-8,7.9,-110,-31,16,1,-9,-84
O=C(O)CCc1nc2ccccc2c(=O)[nH]1,-12,3.4,-2,10,-1,-1,-5,12
CN(c1ccc(OCC(=O)OCC(=O)Nc2ccc(F)cc2)cc1)S(=O)(=O)c1ccc(Cl)cc1,15,5.3,5,-12,0,1,15,11
CCCN(CCC)Cc1c(C(=O)N/N=C/CCc2ccccc2)nnn1-c1nonc1N,13,1.7,2,11,5,2,19,5
CSc1ncccc1C(=O)NCCc1ccccc1F,2,3.3,1,14,0,0,7,-3
N#CCCN1CCN(S(=O)(=O)c2ccc(S(=O)(=O)NC3CC3)cc2)CC1,7,-2.1,-15,8,-1,-3,13,12
Cc1ccc(NC(=O)COC(=O)CNC(=O)C2CCCCC2)c(Br)c1,3,-0.6,-12,14,-6,-4,5,10
CCc1nc(SCC(=O)NNC(=O)c2ccc(OC)cc2)c2ccccc2n1,15,-0.5,1,-2,21,-4,22,8
Cn1ncc(Cl)c1C(=O)Nc1nnc(C2CC2)s1,10,-1.6,7,-10,-1,-2,-18,7
CCCOC(=O)c1ccc(NC(=O)C(CC)CC)cc1,23,2.9,-54,-31,-9,-1,28,-11
O=C(CSc1nnnn1-c1ccc2c(c1)OCCO2)N1CCN(C(=O)c2ccco2)CC1,-1,-0.7,-1,0,2,-1,9,20
Cc1ccc(CSc2ncnc3c2cnn3Cc2ccccc2)cc1C,6,2.3,5,27,-5,2,-12,10
Nc1cc(=O)[nH]n1C1CCN(c2ccccc2)CC1,23,0.7,-7,-20,28,0,-3,0
O=C(NCc1ccc(OC(F)(F)F)cc1)c1cccc2c1C(=O)c1ccc(N3CCCC3)cc1S2(=O)=O,-10,1.9,-20,-7,-9,0,-6,2
CN(CC(=O)Nc1c(Cl)cccc1Cl)C(=O)CCCN1C(=O)c2ccccc2C1=O,11,-2.5,5,14,-6,3,16,-2
CN(Cc1nc2ccccc2n1C)C(=O)c1ccco1,-3,-1.6,8,11,15,-2,-18,12
CCCCN(C)C(=S)Nc1ccsc1C(=O)OC,21,-1.1,-2,-14,-7,-2,-3,-11
CC(=O)Nc1ccc(S(=O)(=O)Oc2ccc(/C=N/NC(=O)c3ccc(Cl)cc3)cc2)cc1,-8,3.7,21,-13,-4,4,6,14
COc1cc(/C=C/C(=O)N2CCN(c3ccccn3)CC2)cc(OC)c1OC,15,-0.3,1,10,5,0,3,15

# Two entries from above, reformatted:
compound | tim23-1 inh | CHOP UPR activ | Jurkat NFkB inh | 697 NFkB inh | TIM10 inh | XBP1 UPR activ | tim10-1 inh | Mdm2-MdmX inh
CC(=O)Nc1ccc(S(=O)(=O)Oc2ccc(/C=N/NC(=O)c3ccc(Cl)cc3)cc2)cc1 | -8 | 3.7 | 21 | -13 | -4 | 4 | 6 | 14
COc1cc(/C=C/C(=O)N2CCN(c3ccccn3)CC2)cc(OC)c1OC | 15 | -0.3 | 1 | 10 | 5 | 0 | 3 | 15

# The list continues:
SMILES,tim23-1 inh,CHOP UPR activ,Jurkat NFkB inh,697 NFkB inh,TIM10 inh,XBP1 UPR activ,tim10-1 inh,Mdm2-MdmX inh
COC(=O)C(Cc1ccccc1)NC(=O)COc1ccc(C(C)(C)C)cc1 (stereo unspecified),18,-2.3,5,-5,30,0,14,-1
CC(C)(CCO)NC(=S)NC1CC2C=CC1C2 (stereo unspecified),4,0.0,9,-2,19,2,15,4
O=C(c1cccc([N+](=O)[O-])c1)c1ccc2c(c1)C(=O)NC2=O,-43,-1.8,8,15,-4,2,4,1
COC(=O)c1oc2ccc(Cl)cc2c1N,39,2.2,-9,3,27,8,-19,0
CCOc1ccc([C@@H]2CC=C(C(=O)O)[C@H](c3ccc(F)cc3)N2S(=O)(=O)c2ccc(C)cc2)cc1,7,-1.0,4,24,-2,4,12,14
COc1ccc(NS(=O)(=O)c2cccc(NC(=O)CCC(=O)c3cccs3)c2)cc1,5,1.2,12,-4,7,-1,5,0
COc1cccc(-c2cc(C(=O)N3CCc4ccccc4C3)[nH]n2)c1,13,1.2,-36,-21,5,-4,-3,-62
CC(CCC(=O)O)C1CCC2C3CCC4C[C@H](O)CCC4(C)C3CC(=O)C12C (stereo partly specified),19,-1.9,-22,-2,4,1,19,-7
O=C(O)CCCN1C(=O)c2ccc(C(=O)c3cccc([N+](=O)[O-])c3)cc2C1=O,11,0.1,-5,10,-3,-2,-11,4
CCCN(CCC)CCNC(=O)C1CC(=O)N(c2ccc(OC)cc2)C1c1ccc(OC)cc1 (stereo unspecified),9,-0.5,-3,4,10,3,9,-7
CCOC(=O)C1=C(C)NC(C)=C(C(=O)OCC)C1C(=O)OCC(=O)N1CCc2ccccc21,9,-0.2,-11,10,0,-2,3,7
CCN1C(=O)[C@H]2[C@@H](c3ccc(C)cc3)N3C(=O)N(c4cccc(Cl)c4)C(=O)[C@@]3(Cc3ccc(Cl)cc3)[C@H]2C1=O,18,0.6,4,5,11,7,16,27
Cc1cccc(N2CCN(S(C)(=O)=O)CC2)c1C,-1,-0.9,5,1,10,0,26,8
Cc1cccc(-c2nnc(SCC#N)n2Cc2ccccc2)c1,13,-1.0,7,-8,16,1,17,6
CCc1ccc(NC(=O)C2(c3ccccc3)CC2(Cl)Cl)cc1 (stereo unspecified),40,-0.3,2,1,20,2,35,-10
CC(Sc1nc2ccccc2s1)C(=O)NCc1ccc2c(c1)OCO2 (stereo unspecified),17,2.0,-19,-13,-18,-3,4,-10
O=C(NCC12CC3CC(CC(C3)C1)C2)c1nc2ncccn2n1,18,0.5,0,-1,1,-1,3,-18
COc1ccccc1-n1c(SCC(=O)Nc2cccc(C(=O)O)c2)nnc1-c1ccccc1C,-4,2.2,15,-6,4,-6,-4,15
O=c1c2cc(NC(=S)NC3CCN(Cc4ccccc4)CC3)ccc2nc2n1CCCCC2,9,-1.3,10,11,-17,0,7,31
COc1ccc(-n2c(C)cc(C(=O)CSc3ccc(NC(C)=O)cc3)c2C)cc1,62*,2.4,-4,-33,41*,2,30,-63
Cc1ccc(-c2cc(N)nc(-c3ccccc3)c2)cc1,-2,5.0,-9,-51,-13,3,-26,18
Cc1ccc(CNC(=O)Cn2cccc2)cc1,12,3.9,-1,6,3,-1,-5,24
C[C@@H](C(=O)NNC(=O)c1ccc(Cl)cc1)N1C(=O)C2CC=CCC2C1=O (stereo partly specified),-2,1.3,4,-2,-7,1,-6,4
Cn1nccc1C(=O)N/N=C/c1c(O)ccc2ccccc12,23,1.6,45,-3,-44,1,11,82*
COC(=O)c1ccc2nc(NC(=O)C3CCCCC3)sc2c1,5,4.5,-82,-164,-2,7,13,-29
CC1(C)CC(=O)C(C(c2ccc(F)cc2)C2C(=O)CC(C)(C)CC2=O)C(=O)C1,8,0.9,8,3,-6,-3,13,16
Cc1ccc(-c2cc(C(=O)Nc3c(C)n(C)n(-c4ccccc4)c3=O)c3ccccc3n2)cc1,1,0.1,3,1,0,-4,1,-11
Cc1cc(OCc2cc(C(=O)N(C)CC3CCOCC3)no2)cc(C)c1Cl,10,3.5,-23,-48,14,-2,20,-12
CCOc1ccc(C2Nc3ccccc3C(CC)(CC)O2)cc1 (stereo unspecified),-2,0.5,4,14,12,-2,-7,10
C=CCc1cc(OC)ccc1OCCOCCC(C(=O)OCC)C(=O)OCC,12,2.1,8,0,7,-5,10,7

# Random excerpt: 6 compounds from above, in no set order.
SMILES,tim23-1 inh,CHOP UPR activ,Jurkat NFkB inh,697 NFkB inh,TIM10 inh,XBP1 UPR activ,tim10-1 inh,Mdm2-MdmX inh
Cn1nccc1C(=O)N/N=C/c1c(O)ccc2ccccc12,23,1.6,45,-3,-44,1,11,82*
Cc1ccc(CNC(=O)Cn2cccc2)cc1,12,3.9,-1,6,3,-1,-5,24
CC(Sc1nc2ccccc2s1)C(=O)NCc1ccc2c(c1)OCO2 (stereo unspecified),17,2.0,-19,-13,-18,-3,4,-10
Cc1cc(OCc2cc(C(=O)N(C)CC3CCOCC3)no2)cc(C)c1Cl,10,3.5,-23,-48,14,-2,20,-12
Cc1ccc(-c2cc(C(=O)Nc3c(C)n(C)n(-c4ccccc4)c3=O)c3ccccc3n2)cc1,1,0.1,3,1,0,-4,1,-11
C=CCc1cc(OC)ccc1OCCOCCC(C(=O)OCC)C(=O)OCC,12,2.1,8,0,7,-5,10,7
